Screening results as filed in PubChem BioAssay.
HCMV inh – qHTS Assay for inhibitors of the human cytomegalovirus (HCMV). activity change, negative = inhibition, % at 57.5 µM. 4.5% of 410,000 active. AID 1259415, 2018. HFF cells, HCMV-luciferase reporter, 72 h; hits give low values; in the data active = activity change below about -60%; inconclusive = no clear call, values can overlap the other calls; inactive = above about -39%
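HFF cells seeded 16 h at 37C, treated with compounds, infected with luciferase-reporter HCMV at MOI 1 PFU/cell; luciferase read at 72 h post infection, normalized to buffer-only and Salinomycin controls.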
HCV inh – qHTS Assay for Inhibitors of Hepatitis C Virus (HCV). Huh7.5.1 HCVcc-Cre infection, luciferase reporter, 44 h. Potency, µM (top dose mostly 41.8 µM), for inactives: top-dose activity change, negative = inhibition, most hits filed as inhibitors. 3.4% of 340,000 active; note: potency is the fitted concentration of half-maximal effect
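Infectious HCVcc-Cre (~0.5 moi) was added to cells just after compound, with cells seeded 4 h earlier at 1,000 per well. Luciferase activity after 44 h culture reported infection; substrate was incubated 15 min at room temperature before reading.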
LmPK inh – qHTS Assay for Inhibitors of Leishmania Mexicana Pyruvate Kinase (LmPK) | purified LmPK, Kinase-Glo ATP luminescence, 1 h | Potency, µM (series often up to 57.5 µM), for inactives: at the highest dose activity change, negative = inhibition, most hits filed as inhibitors | 0.37% of 290,000 active | AID 1721, 2009; note: potency is the fitted concentration of half-maximal effect
Target sequence (Q27686 whole entry, looked up): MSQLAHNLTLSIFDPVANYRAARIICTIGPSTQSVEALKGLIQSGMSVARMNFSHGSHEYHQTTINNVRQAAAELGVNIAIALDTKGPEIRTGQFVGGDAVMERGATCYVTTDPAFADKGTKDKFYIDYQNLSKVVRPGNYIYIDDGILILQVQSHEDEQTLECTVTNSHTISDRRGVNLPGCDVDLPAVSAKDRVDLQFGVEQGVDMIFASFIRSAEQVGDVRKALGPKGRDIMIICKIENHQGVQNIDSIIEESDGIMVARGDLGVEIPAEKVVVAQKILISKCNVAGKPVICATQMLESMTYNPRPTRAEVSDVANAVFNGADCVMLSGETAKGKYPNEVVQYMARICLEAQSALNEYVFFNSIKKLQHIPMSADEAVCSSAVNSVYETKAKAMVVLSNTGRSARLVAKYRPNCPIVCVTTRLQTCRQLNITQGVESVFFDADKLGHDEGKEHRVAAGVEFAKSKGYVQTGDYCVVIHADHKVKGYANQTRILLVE
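In 50 mM imidazole pH 7.2 with 7 mM MgCl2, LmPK (0.1 nM) turned over PEP (0.5 mM) and ADP (0.1 mM) for 1 h at room temperature. Luciferase read-out of ATP.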
Tb PYK inh – qHTS of Trypanosoma Brucei Inhibitors; Potency, µM (titrated, usually from 76.8 µM), for the others: at the highest dose activity, negative = inhibition, actives largely listed as inhibitors; TbPYK enzyme, Kinase-Glo Plus ATP luminescence, 45 min; 0.12% of 410,000 active; AID 624173, 2012; note: potency is the fitted concentration of half-maximal effect; nearly all actives have a fitted effect of over 50% in size
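T. brucei PYK with substrate was exposed to pin-transferred compounds across a concentration series, then started with 130 uM ADP (final). After 45 min at room temperature, Kinase-Glo Plus luminescence was read, normalized and curve-fitted.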
AMA1-RON2 inh – qHTS for Inhibitors of AMA1-RON; Towards Development of Antimalarial Drug Lead: Primary Screen. Plasmodium falciparum AMA1 (3D7) - RON2 peptide interaction. AlphaScreen AMA1-biotinylated RON2 peptide binding. Potency, µM (doses to about 58.2 µM), for the others: at the top dose activity change, negative = inhibition, usual class: inhibitors. 0.2% of 360,000 active;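 note: potency is the fitted concentration of half-maximal effect; 0% = vehicle wells and -100% = peptide control; nearly all actives have a fitted effect of over 45% in size; some results filed as inactive show a strong effect at the top dose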
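AMA1 (3D7) with his tag at 25 nM final met compounds first, then biotinylated RON2 peptide at 25 nM; detection used donor plus acceptor beads, 10 µg/mL apiece, read by AlphaScreen after 30 min at room temperature.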
AmpC inh no detg – qHTS Inhibitors of AmpC Beta-Lactamase (assay without detergent). 0.52% of 330,000 active. AID 485341, 2010. AmpC nitrocefin hydrolysis, absorbance 480 nm, 0.0001% Triton. P00811. Potency, µM (series often up to 57.1 µM), for the others: at the highest dose activity change, negative = inhibition, hits mostly inhibitors;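 note: potency is the fitted concentration of half-maximal effect; plate controls were no compound for no effect and no enzyme for full effect; nearly all actives have a fitted effect of over 20% in size; some results filed as inactive show a strong effect at the top dose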
Target sequence (P00811 whole entry, looked up): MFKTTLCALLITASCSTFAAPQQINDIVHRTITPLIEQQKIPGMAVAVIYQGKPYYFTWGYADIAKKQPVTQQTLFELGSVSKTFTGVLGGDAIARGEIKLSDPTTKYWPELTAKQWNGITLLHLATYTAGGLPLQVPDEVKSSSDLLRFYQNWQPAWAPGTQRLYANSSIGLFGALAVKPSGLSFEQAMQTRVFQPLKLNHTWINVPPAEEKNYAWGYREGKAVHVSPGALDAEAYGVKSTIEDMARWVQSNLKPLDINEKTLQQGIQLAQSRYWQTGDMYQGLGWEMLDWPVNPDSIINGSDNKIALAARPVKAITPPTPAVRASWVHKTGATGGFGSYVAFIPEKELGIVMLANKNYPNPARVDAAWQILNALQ
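20 mM phosphate pH 7.0 + 0.01% (detergent screen) or 0.0001% Triton X-100; 5.3 nM AmpC reagent; cpd preinc 15 min RT; nitrocefin (800 uM stock) to start; A480 q20 s × 4 min; Activity was normalised to no-enzyme and no-compound control wells.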
AmpC detergent – qHTS Inhibitors of AmpC Beta-Lactamase (assay with detergent) | AmpC hydrolysis of nitrocefin, absorbance 480 nm, 0.01% Triton | Potency, µM (top dose mostly 114 µM), for the others: at the highest dose activity change, negative = inhibition, most hits filed as inhibitors | 0.041% of 370,000 active;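 note: potency is the fitted concentration of half-maximal effect; 0% = no-compound wells and -100% = no-enzyme wells; nearly all actives have a fitted effect of over 25% in size; some results filed as inactive show a strong effect at the top dose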
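20 mM phosphate pH 7.0 + 0.01% (detergent screen) or 0.0001% Triton X-100; 5.3 nM AmpC reagent; cpd preinc 15 min RT; nitrocefin (800 uM stock) to start; A480 q20 s × 4 min; Activity was normalised to no-enzyme and no-compound control wells.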
The depositor's hits bear a star; u = inconclusive; x = no result given; [ ] = dose if it differs, or a comment. Unless noted, calls come from the whole dose curve; as a rule, active = well fitted curve in the direction sought with a large enough effect; inconclusive = small, poorly fitted or top-dose-only effect, or another doubt; inactive = no such curve, though single readings can be large; an effect the other way counts as inactive or inconclusive. Unless noted, % is set by controls: 0 for no effect and ±100 for the full control effect.

1	O=c1c2ccc(Cl)cc2[nH]c(=S)n1CCC1=CCCCC1
2	Cc1cccc(-n2c(=S)[nH]c3ccccc3c2=O)n1
3	CSc1ccc(/C=C(\C#N)C(=O)NC2CCCCC2)cc1
4	CN=C(C)/C(C(=O)OC)=C(/O)c1ccccc1F
5	O=C(CNc1cc(S(=O)(=O)N2CCOCC2)ccc1N1CCOCC1)Nc1cccc(C(F)(F)F)c1
6	Cc1c(C(=O)N2CC(C)OC(C)C2)[nH]c2ccc(Br)cc12 (stereo not drawn)
7	COc1ccccc1NC(=S)N1CCN(c2ccccn2)CC1
8	CCN1CCN(C(=O)c2nn(-c3ccc(C)cc3)c(=O)c3c2c2ccccc2n3C)CC1
Compound	1	2	3	4	5	6	7	8
HCV inh	5%	26%	u	11%	8%	-11%	u	1%
LmPK inh	1%	1%	-1%	-12%	x	-3%	2%	-2%
AMA1-RON2 inh	19%	7%	2%	-23%	19%	-2%	-1%	-15%
HCMV inh	-9	11	33	-10	1	-10	-30	16
Tb PYK inh	-1%	-5%	-4%	0%	0%	3%	-6%	-3%
AmpC inh no detg	-9%	-7%	-10%	-1%	-7%	58%	-15%	-22%
AmpC detergent	-8%	8%	2%	1%	x	5%	-3%	-3%

9	CCN(CC)C(=O)CN(c1cc(Cl)ccc1OC)S(C)(=O)=O
10	N/C(=N\OC(=O)c1ccc(Cl)cc1Cl)c1ccccn1
11	CC(=O)NCCN1C(=O)S/C(=C\c2cccs2)C1=O
12	Cc1nn(Cc2ccccc2)c(C)c1C(=O)OCC(=O)NCc1ccco1
13	CN(C)c1ccc(C(=O)Nc2nnc(C3=COCCO3)o2)cc1
14	OCCC1CN(Cc2cc3ccccc3o2)CCN1Cc1ccc(F)cc1 (stereo not drawn)
15	COc1ccc(CN2C[C@@H](CO)O[C@@H](n3cnc4c(N5CCN(C)CC5)ncnc43)C2)cc1
16	N#C/C(=C\c1ccc(-c2ccc(S(=O)(=O)N3CCOCC3)cc2)o1)C(=O)NC1CC1
Compound	9	10	11	12	13	14	15	16
HCV inh	0%	7%	12%	3%	6%	-7%	x	-5%
LmPK inh	0%	7.1µM*	-2%	5%	1%[11.5 µM]	0%	x	-2%
AMA1-RON2 inh	4%	25%	-3%	-1%	42%[activator]	-4%	37%[activator]	1%
HCMV inh	28	-61*	-23	2	35	3	-2	-36
Tb PYK inh	1%	-32%	-4%	-2%	5%	0%	-2%	-2%
AmpC inh no detg	-5%	-6%	-7%[2.29 µM]	-6%	-19%	70%[activator]	x	82%[activator]
AmpC detergent	0%	-2%	0%	-13%	4%	u	x	-13%

Rewritten with values under each structure: eleven of the compounds above
Every second line gives: HCV inh | LmPK inh | AMA1-RON2 inh | HCMV inh | Tb PYK inh | AmpC inh no detg | AmpC detergent
3	CSc1ccc(/C=C(\C#N)C(=O)NC2CCCCC2)cc1
 : u | -1% | 2% | 33 | -4% | -10% | 2%
4	CN=C(C)/C(C(=O)OC)=C(/O)c1ccccc1F
 : 11% | -12% | -23% | -10 | 0% | -1% | 1%
5	O=C(CNc1cc(S(=O)(=O)N2CCOCC2)ccc1N1CCOCC1)Nc1cccc(C(F)(F)F)c1
 : 8% | x | 19% | 1 | 0% | -7% | x
6	Cc1c(C(=O)N2CC(C)OC(C)C2)[nH]c2ccc(Br)cc12 (stereo not drawn)
 : -11% | -3% | -2% | -10 | 3% | 58% | 5%
7	COc1ccccc1NC(=S)N1CCN(c2ccccn2)CC1
 : u | 2% | -1% | -30 | -6% | -15% | -3%
8	CCN1CCN(C(=O)c2nn(-c3ccc(C)cc3)c(=O)c3c2c2ccccc2n3C)CC1
 : 1% | -2% | -15% | 16 | -3% | -22% | -3%
9	CCN(CC)C(=O)CN(c1cc(Cl)ccc1OC)S(C)(=O)=O
 : 0% | 0% | 4% | 28 | 1% | -5% | 0%
10	N/C(=N\OC(=O)c1ccc(Cl)cc1Cl)c1ccccn1
 : 7% | 7.1µM* | 25% | -61* | -32% | -6% | -2%
11	CC(=O)NCCN1C(=O)S/C(=C\c2cccs2)C1=O
 : 12% | -2% | -3% | -23 | -4% | -7%[2.29 µM] | 0%
12	Cc1nn(Cc2ccccc2)c(C)c1C(=O)OCC(=O)NCc1ccco1
 : 3% | 5% | -1% | 2 | -2% | -6% | -13%
13	CN(C)c1ccc(C(=O)Nc2nnc(C3=COCCO3)o2)cc1
 : 6% | 1%[11.5 µM] | 42%[activator] | 35 | 5% | -19% | 4%

Following part:
17	C=CCn1c(O)c(C(C)=NC2CC2)c(=O)[nH]c1=O
18	Cn1ccnc1SCC(=O)Nc1ccc(Br)cc1C(F)(F)F
19	COc1ccc2nc(/N=C/c3cccc(OC)c3O)sc2c1
20	COc1ccccc1NC(=O)NCc1nc(-c2ccc(C(F)(F)F)cc2)no1
21	C=CCn1c(=O)c2ccc(C(=O)NCc3ccccc3)cc2n(Cc2ccc(Cl)cc2)c1=O
22	O=C(Cn1cnc2c(oc3ccccc32)c1=O)Nc1ccc(OC(F)(F)F)cc1
23	COC(=O)c1cc2ccsc2n1Cc1nc(-c2ccc(OC)cc2)oc1C
24	CNc1ccc(Br)cc(C(=O)/C=C/c2ccc(OC)cc2)c1=O
Compound	17	18	19	20	21	22	23	24
HCV inh	8%	17%	0%	-13%	17%	x	-38%	34%[activator]
LmPK inh	-5%	-3%	-18%	1%	1%	x	-4%	1%
AMA1-RON2 inh	-2%	-2%	-5%	6%	-10%[2.32 µM]	x	7%	-17%
HCMV inh	-21	x	-8	-9	-20	14	-11	3
Tb PYK inh	-2%	-3%	-4%	2%	4%	14%	-19%	-15%
AmpC inh no detg	-13%	-12%	-22%	-12%	-15%	x	11%	-25%
AmpC detergent	-8%	7%	1%	3%	-10%	13%	u	u

25	CSc1ncc(C(=O)Nc2cccc(Cl)c2)c(C)n1
26	Cc1ccc(C(=O)c2cn(CC(=O)NCc3ccccc3Cl)c3nc(C)ccc3c2=O)cc1
27	Cc1ccsc1/C=N/NC(=O)CC(=O)NCC(C)C
28	Cc1ccnc(NC(=O)c2ccc(S(=O)(=O)NCc3ccco3)cc2)c1
29	CC(C)Oc1ccc(CSC(=N)N)cc1
30	CCc1nc2ccc(C(=O)Nc3ccc(OC)c(OC)c3)cn2c1N(C)C(=O)c1cccc(OC)c1
31	Cc1cccc(C)c1-n1nnnc1C(c1ccnc2ccccc12)N1CCN(C(=O)OC(C)(C)C)CC1 (stereo not drawn)
32	Cc1nnc(NC(=O)c2ccc(Br)cc2)s1
Compound	25	26	27	28	29	30	31	32
HCV inh	-1%	x	12%	u	-17%	x	x	13%
LmPK inh	-5%	x	6%	x	-6%	x	x	-9%
AMA1-RON2 inh	0%	x	4%	-27%	-2%	-8%	-2%	-1%
HCMV inh	-12	-7	-7	-1	13	20	-20	51
Tb PYK inh	1%	-8%	5%	1%	-13%	4%	-10%	3%
AmpC inh no detg	-22%	x	-8%	-17%	-13%	x	x	-3%
AmpC detergent	-15%	21%	u	u	4%	x	x	-10%

33	O=C(Cn1ncc(Cl)c(Cl)c1=O)N1CCc2ccccc21
34	COC(=O)c1ccc(C2c3[nH]c4ccccc4c3C[C@H]3C(=O)N(C4CCN(Cc5ccccc5)CC4)CC(=O)N23)cc1 (stereo partly drawn)
35	C[C@@H](CN=[N+]=[N-])CN1CC[C@H](NC(=O)OCc2ccccc2)CCC1=O
36	CC(C)(C)c1ccccc1NC(=S)NC1CCCC1
37	COc1ccc(CNC(=O)c2cccc(NC(=O)CC3SC(N4CCCCC4)=NC3=O)c2)cc1 (stereo not drawn)
38	CCOC(=O)c1ccc2oc(=O)n(Cc3ccccc3)c2c1
39	Cc1ccc2c(=O)cc(C(=O)Nc3ccc(S(=O)(=O)N(C)Cc4ccccc4)cc3)oc2c1C
40	CCOc1ccc(CC(=O)NC2CCN(Cc3ccccc3)CC2)cc1
Compound	33	34	35	36	37	38	39	40
HCV inh	u	10µM*	-7%	-8%	0%	x	x	-5%
LmPK inh	0%	-7%	-2%	-3%	x	x	x	-4%
AMA1-RON2 inh	-7%	-7%	2%	19%	12%	x	x	-5%
HCMV inh	-95*	-1	21	8	11	-37	6	16
Tb PYK inh	0%	-2%	0%	4%	-8%	2%	4%	3%
AmpC inh no detg	-7%	133%[activator]	39%	-14%	26%	x	x	0%
AmpC detergent	-6%	-1%	-17%	u	x	2%	12%	-2%

41	CC(=O)c1ccc(N(CC(=O)NC2CCCC2)C(=O)CCC(=O)Nc2cc(C)on2)cc1
42	CCOC(=O)c1ccccc1N/C=C/C(=O)c1cccs1
43	CCOc1ccccc1CN1CCN(CC2=Cc3cc(OC)ccc3OC2)CC1CCO (stereo not drawn)
44	Cc1cccc(N2CCN(Cc3nc(CC4CC4)no3)CC2)n1
45	O=C(CSc1nnc2ccc3ccccc3n12)c1ccc(F)cc1
46	CCc1ccccc1NC(=O)CCc1nc(-c2cccs2)no1
47	Cc1ccnn1CC(=O)N/N=C/c1ccco1
48	O=C(COC(=O)c1ccc2ccccc2n1)c1ccc(F)cc1
49	Cc1ccc(-n2c(SCc3ccc(C(=O)O)cc3)nnc2-c2ccncc2)cc1
50	CCCOc1ccc2[nH]cc(C(=O)O)c(=O)c2c1
51	N#CNc1nc(O)cc(=O)[nH]1
Compound	41	42	43	44	45	46	47	48	49	50	51
HCV inh	0%	u	u	12%	x	-1%	5%	-2%	19%	12%	16%
LmPK inh	0%	-14%	0%	-3%	x	11%	-5%	-2%	-1%	-2%	14%
AMA1-RON2 inh	-1%	-27%	-8%	9%	x	6%	10%	2%	-7%	42%[activator]	15%
HCMV inh	7	54	-5	33	37	1	16	-31	0	12	x
Tb PYK inh	-2%	-8%	4%	-2%	-7%	2%	x	-3%	2%	17%	3%
AmpC inh no detg	1%	-15%	130%[activator]	10%	13%	-25%	-15%	0%	-12%	-28%	-26%
AmpC detergent	-6%	3%	-1%	2%	-9%	3%	-8%	-9%	-6%	u	1%
